DNMT1 block: DNMT1 (human) enzyme inhibition; P26358; AID 588458; DNMT1 molecular beacon, Hinp1I cleavage, fluorescence; hit rate 0.83% among 360,000; inhibition (reported as % activation of signal), % at 10 µM; in the data active = inhibition above about 50%
SUMO1-SIM PPI: SUMO1-SIM interaction modulation; P63165; SUMO1 binding to a labelled peptide, TR-FRET, 1 h; inhibition, % at 20 µM; hit rate 0.33% among 360,000; AID 602429; in the data active = inhibition above about 37%
Scp1 inh: inhibitors of human Scp-1 phosphatase; hit rate 0.88% among 340,000; Recombinant Scp1, phosphopeptide, malachite green phosphate absorbance; Q9GZU7; inhibition, % at 20 µM;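 active = inhibition above about 50% at 20 µM, limit read from the data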;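 note: plate controls were DMSO wells with enzyme for no effect and wells lacking enzyme for full effect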
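Material: truncated SCP-1 phosphatase (76-261aa) / Buffer or medium: 50 mM Tris acetate pH 5.5, 0.005% Tween-20, 10 mM MgCl2 / Compound dosing: one concentration, 20 µM, with 1.0% DMSO / Incubation: 45 min room-temperature reaction, 5 min colour, 30 min stabiliser / Detection: colorimetric free-phosphate detection, absorbance 630 nm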
STEP block: STEP (human) phosphatase inhibition. inhibition, % at 20 µM. recombinant STEP, OMFP fluorogenic substrate, fluorescence. P54829. hit rate 0.25% among 360,000;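 active = inhibition at 20 µM, scaled per plate between control wells, above about 37%, limit read from the data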;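 note: 0% = DMSO with enzyme and substrate and 100% = substrate only without enzyme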
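System: STEP (striatal-enriched tyrosine phosphatase) enzyme, cell-free; medium: Bis-Tris pH 6.0 buffer with DTT, detergent; dosing: 20 µM, 1% DMSO; times: reaction 20 min, ambient temperature; detection: fluorescence, 480/540 nm; read-out basis: normalized % inhibition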
LMPTP inh: blocks human LMPTP phosphatase; P24666; hit rate 0.22% among 360,000; inhibition, % at 20 µM; AID 651560; recombinant LMPTP-A, OMFP fluorogenic substrate, fluorescence intensity;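 active = compounds that cut the enzyme signal by at least half of the control window in the single-dose screen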;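 note: plate controls were DMSO wells with enzyme plus substrate for no effect and substrate without enzyme for full effect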
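Test system: LMPTP-A phosphatase enzyme; input: 0.625 nM LMPTP-A final; reagent: OMFP substrate, 400 µM final; compound dosing: 20 µM single dose, 3% DMSO; incubation: 50 min dark incubation at room temperature; measured by: endpoint fluorescence intensity from OMFP dephosphorylation; measure: % inhibition relative to no-enzyme and uninhibited control wells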
Rin1 Abl inh: human Rin1-Abl interaction inhibition; P00519+Q13671; TR-FRET Rin1/Abl binding, biochemical; inhibition, % at 7.35 µM; hit rate 0.4% among 360,000; AID 588664; in the data active = inhibition above about 5%, passing the limit was not always enough
Rpn11 block: blocks the human proteasome subunit Rpn11 | O00487 | human 26S proteasome, Ub4-pepOG fluorescence polarization; 20S core pre-blocked with epoxomicin | hit rate 0.59% among 360,000 | AID 588493 | calls only at 20 µM;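 active = inhibition at 20 µM, scaled to each plate's controls, above about 33%, limit read from the data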
Neddyl block: blocks human cullin neddylation; P61081+Q13564; TR-FRET cullin neddylation, biochemical; calls only at 25 µM; hit rate 0.58% among 360,000; in the data active = inhibition above about 36%
NadD block: NadD (S. aureus) enzyme inhibition. purified NadD enzyme, colorimetric absorbance read-out. inhibition, % at 20 µM. hit rate 0.78% among 360,000. AID 602399; in the data active = inhibition above about 26%; note: some compounds past the cut are filed as inactive
CSN inh: inhibitors of human CSN-mediated cullin deneddylation; Q92905; Purified CSN, SCF-Nedd8-OG deneddylation, fluorescence polarization; inhibition, % at 12.5 µM; hit rate 0.38% among 360,000;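 active = pattern-corrected inhibition above about 35%, with an unprinted fluorescence ratio check between 0.5 and 1.5, limit read from the data, passing the limit was not always enough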;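 note: 0% = enzyme with substrate and 100% = substrate without enzyme; some results filed as inactive read as strong as hits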
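Assay system: HEK293T-derived human Csn5 enzyme; quantity: 0.24 nM enzyme; medium: Tris/NaCl/DTT buffer, pH 7.5; also added: substrate SCFSkp2-Nedd8OG, 10 nM; doses: 12.5 µM compound; schedule: 90 min reaction at room temperature; signal: FP; read-out: % inhibition of substrate cleavage by Csn5; benchmarks: substrate-only high control, full reaction low control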
Active calls of the source: *; i = inactive; / = not tested or not shown. Rows are unselected, and some 3.8% of all compounds hit somewhere here.

smiles | NadD block | Scp1 inh | STEP block | Rpn11 block | Neddyl block | CSN inh | Rin1 Abl inh | DNMT1 block | LMPTP inh | SUMO1-SIM PPI
Cc1ccc(OCC(=O)N2CCc3ccccc32)c([N+](=O)[O-])n1 | -7.9 | -3.9 | -9.2 | i | i | -6.5 | -1.2 | 1.3 | -2.0 | -13.4
COc1ccc(NC(=O)NC2(C(=O)N3CCN(C)CC3)CCCCC2)cc1 | -3.1 | -10.3 | 0.1 | i | i | -3.9 | -3.5 | 2.2 | -1.4 | 5.9
O=C(CSc1nc(-c2ccco2)cc(C(F)(F)F)n1)N1CCc2ccccc2C1 | 5.5 | -11.9 | -0.8 | i | i | 5.3 | 0.1 | -5.3 | 2.7 | -7.4
O=C(COC(=O)CNS(=O)(=O)/C=C/c1ccccc1)NC1CCS(=O)(=O)C1 (configuration not stated) | -2.9 | -3.1 | 1.2 | i | i | 2.6 | 1.0 | 0.0 | -1.3 | -0.1
Cc1ccccc1-c1cc(C(=O)Nc2sc(C(=O)OC(C)C)c(C)c2C#N)c2ccccc2n1 | 73.9* | 1.0 | 9.5 | i | i | 3.3 | -2.5 | -27.5 | 2.8 | 23.5
Cc1ccc(C)c(OCCC(=O)OCC(=O)NCc2ccc(F)cc2)c1 | -10.7 | -11.6 | -1.6 | i | i | -0.7 | -0.3 | 0.4 | 1.1 | 1.3
O=C(CN1C(=O)NC2(CCc3ccccc32)C1=O)Nc1ccc(N2CCOCC2)cc1 (configuration not stated) | 1.1 | 3.4 | -1.0 | i | i | -2.3 | -0.8 | -1.0 | 0.1 | -1.4
NC(=O)C(Cc1ccccc1)NC(=O)C12CC3CC(CC(C3)C1)C2 (configuration not stated) | -2.4 | -11.7 | -1.5 | i | i | -2.2 | -1.9 | 2.0 | 0.0 | -0.3
CCOC(=O)c1c(-c2ccc(C)cc2)csc1NC(=O)CCN1CCOCC1 | -5.0 | -2.3 | -1.9 | i | i | -15.9 | -1.3 | 1.2 | -2.2 | 3.3
CCOc1ccc(NC(=O)NC2CC(=O)N(c3ccc(OC)cc3)C2)cc1 (configuration not stated) | -0.2 | -7.9 | -1.4 | i | i | 0.1 | -3.4 | 2.7 | 0.3 | -1.5
N#Cc1ccc(S(=O)(=O)N2CCN(CC(=O)Nc3ccccc3C(=O)NC3CC3)CC2)cc1 | -7.9 | -4.8 | 0.1 | i | i | -4.7 | 4.8 | -2.6 | -1.1 | -1.6
CC(=O)Nc1ccc(CN2CCCC(C(=O)c3ccc(C(F)(F)F)cc3)C2)cc1 (configuration not stated) | 0.4 | 0.9 | -0.5 | i | i | -4.2 | 1.6 | 2.6 | -0.6 | 1.7
Cn1/c(=N/N=C/c2ccc(N3CCOCC3)cc2)sc2ccccc21 | 0.9 | 2.9 | -2.8 | i | i | 0.8 | -3.9 | 3.7 | 1.6 | -1.5
O=C(NC(=S)NC1CCS(=O)(=O)C1)c1ccccc1Br (configuration not stated) | 2.1 | -1.8 | -0.3 | i | i | 0.9 | -0.9 | 2.1 | 0.3 | -4.1
CCOc1ccc(N(CC(=O)N2CCN(c3ccc(F)cc3)CC2)S(=O)(=O)c2c(C)noc2C)cc1 | -3.3 | 4.0 | -1.1 | i | i | -1.8 | -4.4 | 1.7 | 1.7 | -4.8

The list goes on, overlapping the part above by two compounds.
smiles | NadD block | Scp1 inh | STEP block | Rpn11 block | Neddyl block | CSN inh | Rin1 Abl inh | DNMT1 block | LMPTP inh | SUMO1-SIM PPI
O=C(NC(=S)NC1CCS(=O)(=O)C1)c1ccccc1Br (configuration not stated) | 2.1 | -1.8 | -0.3 | i | i | 0.9 | -0.9 | 2.1 | 0.3 | -4.1
CCOc1ccc(N(CC(=O)N2CCN(c3ccc(F)cc3)CC2)S(=O)(=O)c2c(C)noc2C)cc1 | -3.3 | 4.0 | -1.1 | i | i | -1.8 | -4.4 | 1.7 | 1.7 | -4.8
C[C@H](CO)N1C[C@H](C)[C@@H](CN(C)Cc2ccccc2)Oc2c(NC(=O)C3CCCCC3)cccc2C1=O | -5.0 | -6.5 | 0.1 | i | i | -3.0 | 2.2 | -1.1 | 0.3 | 22.3
CC[C@]1(C(=O)OC)[C@H]2C(=O)N(C)C(=O)[C@H]2[C@H]2CN(C)C(=NC3CCCCC3)N21 | 2.5 | 4.1 | 0.2 | i | i | -1.9 | -1.9 | -4.3 | -1.8 | -0.5
O=C(C1=C[C@H](c2csc3ccccc23)C[C@H](OCc2ccc(CO)cc2)O1)N1CCN(Cc2ccccc2)CC1 | -4.4 | 4.0 | 1.7 | i | i | -0.1 | 2.4 | -20.3 | 2.9 | -6.1
COc1ccc(/C=N/NC(=O)c2cccnc2)cc1CN1CCOCC1 | 10.7 | -8.9 | -2.4 | i | i | 1.6 | -2.9 | 0.7 | 0.0 | -10.9
COc1ccc(/C=C/C(=O)Nc2cccc(S(=O)(=O)NC3=NCCCCC3)c2)cc1 | -6.4 | 0.2 | 0.6 | i | i | 0.8 | -4.2 | -0.9 | 0.5 | -11.6
Cc1c(N/C(=N/S(=O)(=O)c2cc([N+](=O)[O-])ccc2Cl)c2ccccc2)c(=O)n(-c2ccccc2)n1C | 5.5 | 0.9 | -0.1 | i | i | -9.9 | 0.8 | -0.3 | -0.2 | -21.0
O=S(=O)(/C=C/c1ccccc1)N1CCN(c2nc(-c3ccccc3)nc3ccccc23)CC1 | 26.3 | 12.8 | 2.4 | i | i | 3.0 | -3.8 | -3.8 | 4.0 | -3.1
Cc1ccc(CN2C(=O)CCC2C(=O)N2CCN(c3ccccc3)CC2)cc1 (configuration not stated) | -4.1 | -4.3 | 0.3 | i | i | -2.8 | -4.1 | 2.8 | -2.0 | 3.1
CCN(CC(=O)NCc1ccc(F)cc1)C(=O)CCNS(=O)(=O)c1cccc(C)c1 | 3.4 | -2.8 | -4.7 | i | i | 0.9 | 0.8 | 4.2 | 2.3 | 3.2
Cc1ccc(S(=O)(=O)N2[C@@H](Cc3ccccc3)CO[C@H]2CC(=O)OCc2ccccc2)cc1 | / | / | / | / | i | 2.0 | / | / | 2.3 | -6.6
COc1cccc(-c2cc(C(=O)NCCCN3CCOCC3)no2)c1 | 7.7 | -9.8 | 0.6 | i | i | 5.8 | 3.3 | 1.4 | -0.7 | 5.5
Nn1c(SCC(=O)Nc2ccc(F)cc2)nnc1-c1cccnc1 | 1.0 | -7.0 | 6.3 | i | i | -4.8 | -1.6 | -11.2 | -1.8 | -1.7
O=S(=O)(NCCc1ccccc1)c1cccc(S(=O)(=O)N2CCOCC2)c1 | -6.4 | 0.5 | 0.4 | i | i | -1.3 | 3.2 | 4.4 | -1.0 | 2.5
O=C(Nc1ccc(C(F)(F)F)cc1)N1CCN(C(=O)c2ccco2)CC1 | -4.8 | -1.1 | 1.4 | i | i | 0.7 | -1.0 | 1.6 | -1.5 | 3.3
COc1ccc(N2CCN(C(=O)C(=O)c3cn(CC(=O)N4CCCC4)c4ccccc34)CC2)cc1 | 4.5 | / | 1.3 | i | i | -0.8 | 0.4 | -3.2 | -0.3 | 4.9

A few values from the list:
CCN(CC(=O)NCc1ccc(F)cc1)C(=O)CCNS(=O)(=O)c1cccc(C)c1 in NadD block is entered as 3.4
Cc1ccc(CN2C(=O)CCC2C(=O)N2CCN(c3ccccc3)CC2)cc1 (configuration not stated) in DNMT1 block is entered as 2.8

More entries
smiles | NadD block | Scp1 inh | STEP block | Rpn11 block | Neddyl block | CSN inh | Rin1 Abl inh | DNMT1 block | LMPTP inh | SUMO1-SIM PPI
O=C(Nc1nccs1)c1cc(-c2ccco2)nc2ccccc12 | 25.3 | 50.5* | -2.0 | i | i | 21.1 | 0.1 | 54.8* | 20.9 | 1.4
COc1ccc(/C=N/NC(=O)CC(=O)NCc2cccnc2)cc1[N+](=O)[O-] | -1.4 | -1.8 | 1.5 | i | i | 8.3 | -2.5 | -1.9 | 0.1 | -23.0
COc1ccc(/C(O)=C2\C(=O)C(=O)N(c3cc(C)on3)C2c2ccc(OC)c(OC)c2)cc1OC (configuration not stated) | -5.3 | -10.4 | 3.2 | i | i | 3.6 | 0.1 | 0.1 | 0.2 | -8.1
CCC(C)NC(=O)COC(=O)c1oc2ccccc2c1CSc1ccc(Cl)cc1 (configuration not stated) | 6.4 | 2.9 | -2.1 | i | i | -1.2 | -0.7 | 19.9 | -0.1 | -4.4
COc1ccc(OC)c(NC(=O)c2cc3c(cc2Cl)N2CCCCCC2=NS3(=O)=O)c1 | -1.8 | 0.0 | -0.8 | i | i | 2.7 | 1.8 | -2.9 | 1.8 | -3.2
Cc1cccc(C(=O)OC(C)C(=O)NC(=O)NC2CCCCC2)c1O (configuration not stated) | -2.8 | -6.2 | -0.7 | i | i | 4.6 | 1.9 | -1.7 | 3.2 | -2.9
COc1ccc(C(C)(C)C)cc1NC(=O)COC(=O)c1cc(SC)ccc1Cl | -2.8 | -5.0 | 7.9 | i | i | 3.9 | -4.0 | -3.1 | 4.0 | -1.7
Cn1c(Cc2c[nH]c3ccccc23)n[nH]c1=S | 1.1 | -8.5 | 0.9 | i | i | 7.2 | -0.3 | -5.0 | -3.8 | 1.9
CCCCCC1CC1C(=O)N/N=C/c1ccc(N(C)C)cc1 (configuration not stated) | -8.6 | -3.1 | 0.5 | i | i | -0.5 | 0.3 | 2.5 | -0.1 | -12.9
CC1CCN(C(=O)CSc2nc(=O)n3cc(Cl)ccc3n2)CC1 | -0.4 | 5.5 | 1.1 | i | i | 4.8 | -2.4 | 9.7 | -0.2 | -16.7
O=c1cc(Cl)c2ccccc2n1-c1ccccc1 | -1.5 | -9.0 | -0.2 | i | i | -0.8 | -4.3 | 1.8 | -2.2 | -0.6
C=CCn1c(COc2ccc(F)cc2)nnc1SCC(=O)NC1CCS(=O)(=O)C1 (configuration not stated) | -6.4 | -0.1 | -1.7 | i | i | 0.8 | 2.0 | -2.5 | 0.3 | -2.8
N#C/C(=C\c1ccc2c(c1)OCO2)C(N)=S | 3.2 | -7.0 | -1.7 | i | i | 2.0 | -0.7 | -3.9 | -0.3 | -22.8
Nc1nnc(-c2ccccc2F)s1 | -1.0 | 0.4 | -0.1 | i | i | -8.9 | 6.3 | 0.8 | 3.7 | 4.0
O=C(c1[nH]c(C(F)(F)F)nc1-c1ccccc1)N1CCN(c2ccncc2)CC1 | 0.2 | / | -0.8 | i | i | 2.1 | 5.9 | 4.4 | -4.0 | -0.8
Cc1ccc(CNC(=O)CN2CCN(Cc3ccc(C)cc3)C2=O)cc1 | 0.5 | -13.1 | -3.9 | i | i | -3.0 | -2.8 | 0.9 | 0.6 | 0.3
